Source: PubChem BioAssay (National Center for Advancing Translational Sciences (NCATS))
Peg3 imprint: inducers of genomic imprint erasure in mouse ES cells; mouse ES Peg3-LacZ reporter, beta-gal luminescence, 40 h; Potency, µM (highest dose often 60.7 µM), inactives show at the highest dose activity change, positive = activation, most hits filed as activators; 110,000 compounds, 0.02% hits;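 note: 0% = negative control wells on the plate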
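Gelatin-coated wells received 300 freshly trypsinized female ES cells with a Peg3LacZ-Neo reporter on the maternal allele, then incubated 40 hours at 37C. BetaGlo was added for 5 minutes at room temperature before a single luminescence read.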
IkB signaling: suppresses IkB signaling in ABC-DLBCL reporter cells | ABC-DLBCL IkBa-CBG/CBR dual luciferase ratio, 4 h; response scale: scaled: untreated 0%, proteasome inhibitor 100% | Potency, µM (doses to about 57.1 µM), for the others: top-dose IkBa stabilization activation | 110,000 compounds, 0.04% hits; active = well fitted curve in the direction sought with a large enough effect in the signal ratio, not every such curve was filed as active; inconclusive = small, poorly fitted or top-dose-only effect, or a change in a side signal; the % refers to the signal ratio;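 note: the direction sought is a rising ratio; 0% = basal untreated cells and 100% = reference inhibitor full response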
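Curves were fitted separately to fusion (green), unfused (red) and ratio luminescence, then classed by r2, magnitude and activity. Cells: OCI-Ly3, 4 h compound plus doxycycline at 37C; 10 uM MG-132 defined full response.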
p53ts 39C kill: p53ts cell cytotoxicity, nonpermissive temperature | H1299-p53A138V viability at 39C, ATP luminescence, 24 h | Potency, µM (doses to about 46.1 µM), for the others: at the top dose activity change, negative = cell killing, usual class: cytotoxic | 130,000 compounds, 1.5% hits; note: nearly all actives have a fitted effect of over 55% in size
p53ts 32C tox: cytotoxicity in p53ts cells at permissive temperature; H1299-p53A138V at 32C, ATP luminescence viability, 24 h; Potency, µM (top dose mostly 46.1 µM), for inactives: at the top dose activity change, negative = cytotoxicity, actives largely listed as cytotoxic; 130,000 compounds, 0.93% hits; AID 924;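 note: 0% = DMSO and -100% = full killing by reference compound; nearly all actives have a fitted effect of over 55% in size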
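Cells: H1299 p53ts (A138V), 600/well, pre-incubated 16–30 h at 37C. Cpd up to 46 uM, 24 h, 32C. Readout: ATPlite luminescence, 20 min RT. Normalization: DMSO vs tamoxifen 100 uM. AC50 by Hill equation.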
* = called active by the depositor; ? = inconclusive; . = not tested or not shown; & = joins results of further samples; [ ] = dose if it differs, or a comment. Unless noted, calls come from the whole dose curve; as a rule, active = well fitted curve in the direction sought with a large enough effect; inconclusive = small, poorly fitted or top-dose-only effect, or another doubt; inactive = no such curve, though single readings can be large; an effect the other way counts as inactive or inconclusive. Unless noted, % is set by controls: 0 for no effect and ±100 for the full control effect; potency is the fitted concentration of half-maximal effect.

| Molecule | p53ts 32C tox | Peg3 imprint | IkB signaling | p53ts 39C kill |
| --- | --- | --- | --- | --- |
| c1ccc(OCCSc2nnc3sc4ccccc4n23)cc1 | ? | -73%[inhibitor] | ? | ? |
| O=C(CN(C(=O)Cn1nnc(-c2cccs2)n1)c1cnc2ccccc2c1)NCC1CCCO1 (configuration not stated) | -3% | 0% | 1.0% | 0% |
| CCOc1cccc(C(=O)Nc2ccc3oc(-c4ccncc4)nc3c2)c1 | 0% | -9%[10.9 µM] | ? | 5% |
| CC(=O)O[C@@]1(C(C)=O)CCC2C3C=C(Cl)C4=CC(=O)CC[C@]4(C)C3CC[C@]21C (some centres not stated) | 13% | -19% | . | 4% |
| COc1ccc(NC(=O)c2cnc3sc(N4CCOCC4)nn3c2=O)c(OC)c1 | 0% | 3%[10.9 µM] | -1.4% | 15% |
| O=C1CSC(=NC(=O)c2ccccc2)N1 | 4% | -17% | 12% | 4% |
| CC(=O)c1cccc(N(CC(=O)O)S(C)(=O)=O)c1 | 2% | 16% | 0.5% | 8% |
| N=c1n(CCO)c2ccccc2n1CCOc1ccc(F)cc1 | -10% | -15%[10.9 µM] | ? | -13% |
| Cc1cnc(CNc2nc(-c3ccccc3C)nc3ccccc23)cn1 | 10% | -11% | 1.2%[11.4 µM] | -8% |
| O=C(NCc1ccc2c(c1)OCO2)C1CCN(S(=O)(=O)c2ccc(Br)s2)CC1 | 15% | -18% | ? | 9% |
| CC(CCc1ccccc1)C(=O)NO (configuration not stated) | -3% | 4% | -0.8% | -5% |
| CCOC(=O)N1CCc2c(sc3c2c(=O)n(-c2ccc(Cl)cc2)c(=O)n3CC(=O)Nc2ccccc2)C1 | 4% | -5%[10.9 µM] | ? | -7% |
| CC1(C)CC(=O)C(C=NCCCO)=C(O)C1 | 4% | -3% | 2.2% | 1% |
| O=C(NC1CCCC1)C(c1cccs1)N(C(=O)c1ccno1)c1ccccc1 (configuration not stated) | -1% | 2% | 0.1% | -2% |
| CCn1nc(-c2ccccc2)c(-c2ccccc2)c(C(=O)Nc2ccccc2C(N)=O)c1=O | 4% | -5%[10.9 µM] | ? | -25% |
| Cc1cccc(-c2nsc(SCC(=O)Nc3nccs3)n2)c1 | -1% | -19% | 2.8% | -8% |
| CC(=O)c1ccc(NC(=O)CSc2nc(-c3ccccc3F)nc3c2c(=O)n(C)c(=O)n3C)cc1 | -5% | -13%[10.9 µM] | ? | 15% |
| COC(=O)Nc1ccc(S(=O)(=O)Nc2cccc3ccccc23)cc1 | -9% | . | . | -14% |
| Cc1ccc(N(C(C)C(=O)O)S(=O)(=O)c2cccnc2)cc1 (configuration not stated) | -3% | 7% | 1.2% | 5% |
| CCOC(=O)c1cc(-c2ccccc2)n(-c2cccc(C(=O)Nc3ccc(OC)cc3)c2)c1C | 12% | -22%[10.9 µM] | -0.5% | 12% |
| COc1ccc(OC)c(N=c2oc3cc(O)ccc3cc2C(N)=O)c1 | -20% | -93%[inhibitor] | ? | ? |
| COc1ccc(C2CC(c3c(Cl)cccc3Cl)n3nc(N)nc3N2)cc1 (configuration not stated) | -12% | 2% | -0.1% | 0% |
| CCC(C)(C)NC(=O)C(c1cccn1C)N(Cc1ccc(C)cc1)C(=O)Cn1nnc2ccccc21 (configuration not stated) | -4% | 3% | 1.5% | 6% |
| N#Cc1c(NC(=O)CSc2ncc(-c3ccccc3)n2CC2CCCO2)sc2c1CCCC2 (configuration not stated) | -3% | -4% | 3.2% | 10% |
| CCOc1ccc(-c2cc(C(=O)NCCc3ccc(C)cc3)c3ccccc3n2)cc1 | -20% | -13%[10.9 µM] | -2.1% | 16µM* |
| COc1ccc(Cn2c(=O)c3cccnc3n(CC(=O)Nc3c(C)cc(C)cc3C)c2=O)cc1 | 0% | ? | 1.7% | -18% |
| CCn1cnc2scc(-c3ccccc3)c2c1=O | -5% | -20% | 1.9% | 4% |
| Cc1nn2c(=O)cc(COC(=O)COc3ccccc3C)nc2s1 | 3% | 15%[10.9 µM] | -1.6% | -22% |
| CCNCCC(=O)N1c2ccccc2Sc2ccc(NC(=O)OCC)cc21 | -5% | . | . | -17% |
| O=C(c1ccccc1)c1ccc2nc(Nc3cc(Cl)ccc3O)c3nncn3c2c1 | 0% | ? | 1.7% | -27% |
| Cc1nc2ccn(Cc3cccs3)c(=O)c2cc1C(=O)N1CCN(c2ccccc2)CC1 | -4% | 3%[10.9 µM] | 1.7% | -11% |
| COc1ccc(N2CCN(CCCNC(=O)c3c(C)nn(-c4ccc(F)cc4)c3-n3cccc3)CC2)cc1 | 0% | -10%[10.9 µM] | ? | -29% |
| COc1ccc(CNC(=O)C2CCN(C(=O)N3CCOc4ccc(C)cc43)CC2)cc1 | 4%&5% | -9%[10.9 µM] | ? | -2%&-16% |
| Cc1ccc(CSc2ncc(Cl)c(C(=O)Nc3nnc(C)s3)n2)cc1 | 8% | -9%[10.9 µM] | ? | -23% |
| CCn1c(SCC(N)=O)nc2c(c1=O)C1(CCCC1)Cc1ccccc1-2 | 9% | 0% | ? | 11% |
| CCOC(=O)N1CCC(NC(=O)c2ccc(CNS(=O)(=O)c3ccc(F)cc3)cc2)CC1 | -2% | -6% | -0.1% | 5% |
| Cc1ccc(C(=O)COC(=O)c2cc(-c3ccc(Cl)cc3)nc3ccccc23)cc1 | 3% | -8%[10.9 µM] | -1.9% | 5% |
| Cc1c(C(O)CN2CCC(C(N)=O)CC2)c2ccccc2n1C (configuration not stated) | 0% | -1% | 1.6% | 13% |
| Cc1ccc(Sc2c(C)nn(-c3ccccc3)c2OC(=O)CC(C)C)cc1 | 4% | -11%[10.9 µM] | ? | -6% |
| COc1ccc(-n2nc(C(=O)Nc3cc(C)ccn3)c3c4ccccc4n(C)c3c2=O)cc1 | 0% | 21%[10.9 µM] | -3.3% | 25% |
| CCOC(=O)CC(=O)CSc1nc2c(c(C)c1C#N)CCC2 | -15% | -31%[inhibitor] | 3.3% | -6% |
| COc1cc(CNC(=O)c2cccc(COc3ccc(Cl)cc3)c2)cc(OC)c1 | 10% | . | . | -20% |
| CCOC(=O)C1CCN(C(=O)C2(NC(=O)Nc3ccccc3Cl)CCCCC2)CC1 | 6% | 7% | 3.0% | 7% |
| O=C(c1cnn2c1NC(c1ccc(Br)cc1)CC2C(F)(F)F)N1CCN(C23CC4CC(CC(C4)C2)C3)CC1 (configuration not stated) | -1% | . | . | 9% |
| NC(=O)c1sc2nc3c(c(-c4cccs4)c2c1N)CCCC3 | 12% | -5% | 7.0% | 6% |
| CC(C)(C)c1cc(C(=O)O)nn1-c1ccccc1 | 1% | -7% | 0.0% | -5% |
| Clc1cc(Cl)cc(Cl)c1 | -4%[1.84 µM] | 5% | -1.9% | 6% |
| O=C(O)c1cccc(NS(=O)(=O)c2cccc3cccnc23)c1 | 3% | -5% | 3.3% | 9% |
| COc1c2c(nc3ccccc13)O[C@H]([C@@](C)(O)CO)C2 | 8%[20.6 µM] | -11%[16.8 µM] | 0.2%[25.6 µM] | 0%[20.6 µM] |
| Cc1ccc(NC(=O)CNC(=O)Cn2c(C)cc3ccccc3c2=O)cc1F | 0% | -12%[10.9 µM] | 0.7% | 18% |
| Cc1oc2c(c1C(=O)Nc1ccc(F)c(F)c1)C1=NCCN1C=N2 | 6% | 13%[10.9 µM] | 0.2% | -16% |
| Cc1n[nH]c(C)c1S(=O)(=O)N1CCCC(C(=O)Nc2ccc3c(c2)OCCO3)C1 (configuration not stated) | -14% | -4% | -1.1% | -8% |
| Cc1ccc2ncccc2c1NS(=O)(=O)c1ccccc1 | -11% | -6% | 2.1% | -7% |
| Cc1ccccc1C(=O)Nc1ccc2c(c1)OCO2 | 10µM* | . | 5.1% | 13µM* |
| CCc1cnc2c(c1SCC(=O)NCc1ccccc1Cl)c(=O)n(C)c(=O)n2C | -11% | -5%[10.9 µM] | -0.5% | 15% |
| Cc1ccc(NC(=O)CC2Sc3ccc(C(F)(F)F)cc3NC2=O)cc1 (configuration not stated) | 25% | 7%[10.9 µM] | -4.3% | -3% |
| CC(C)Oc1ccc(NC(=O)c2ccncc2)cc1 | ? | -37%[inhibitor] | 1.7% | -27% |
| CCc1ccc(C(=O)c2c(N)c(-c3nc(-c4ccc5c(c4)OCO5)cs3)c3ccccn23)cc1 | -8% | -8%[10.9 µM] | -0.2% | -16% |
| Cc1nn(-c2ccccc2)c2nc(-c3ccco3)cc(C(=O)O)c12 | -2% | 1% | 1.1% | 4% |
| COc1ccc(-c2nc3cnc(N4CCOCC4)nc3n(-c3ccccc3)c2=O)cc1 | 1% | -7% | 0.8%[11.4 µM] | 0% |

(list continues)
| Molecule | p53ts 32C tox | Peg3 imprint | IkB signaling | p53ts 39C kill |
| --- | --- | --- | --- | --- |
| CCCCNC(=O)c1ccc(NS(=O)(=O)c2ccccc2)cc1 | 2% | -9% | -3.0% | 9% |
| CN(C)c1ccc(-c2nc3ccccc3n2C)cc1 | 1.6µM* | -92%[inhibitor] | ? | 0.79µM* |
| Cc1ccc(NC(=S)NNC(=O)C2CC2c2ccc(C)cc2)cc1 (configuration not stated) | 3% | . | . | 1% |
| Cc1cc(C)c(NC(=O)Cc2csc(C)n2)c(Cl)c1 | -1% | -21%[10.9 µM] | -1.1% | -11% |
| Cc1nn(Cc2noc(C(=O)NCc3ccc(F)cc3)n2)c(C)c1Br | -9% | -13%[10.9 µM] | 2.9% | -11% |
| CCCCCn1c(SCC(=O)OCC)nc2cc(C(=O)NCc3ccco3)ccc2c1=O | -2% | -8% | 0.4% | 6% |
| COc1ccc(C(=O)NCCc2sc(-c3cccc(F)c3)nc2C)cc1 | -12% | -7%[10.9 µM] | ? | -6% |
| CCN(CC)c1cc(C)c2cc(NC(=O)c3ccc(F)cc3Cl)ccc2n1 | -9% | -6%[10.9 µM] | 3.5% | -29% |
| Cc1ccc(CNC(=O)CCCCCn2c(=O)c3sccc3n(CC(=O)C(C)(C)C)c2=O)cc1 | 6% | -9%[10.9 µM] | -0.6% | 7% |
| CCOc1ccc(S(=O)(=O)Nc2nc3ccccc3nc2Nc2ccc(N3CCOCC3)cc2)cc1 | -3% | . | . | -8% |
| Cc1cccc(N2CCN(C3=NC(=O)C(=C4CCCCC4)S3)CC2)c1 | -4% | -13% | 0.1% | -1% |
| Cc1cc(C)n(C(C)CC(=O)Nc2ccc(C)c(F)c2)n1 (configuration not stated) | -4% | -8%[10.9 µM] | 0.5% | -15% |
| O=C(Nc1ccc(S(=O)(=O)N2CCCCC2c2cccnc2)cc1)c1ccc(Br)cc1 (configuration not stated) | -2% | -9%[10.9 µM] | -1.7% | -13% |
| CCOc1ccc(CNC(=O)Cn2nc(C)c3c(C)n(-c4ccc(C)cc4)nc3c2=O)cc1 | 18% | 24%[10.9 µM] | 1.0% | -8% |
| Cc1noc(C)c1C(=O)Nc1sc2c(c1C(N)=O)CCCCC2 | -3% | -10% | -1.1% | 5% |
| O=C(NCc1ccccn1)Nc1ccc(F)cc1 | -1% | -8% | 0.2% | 0% |
| O=C(c1cccs1)N1CCOCC1 | 2% | 7% | 0.2% | -12% |
| CCOC(=O)Cn1nc(-c2ccccc2)nc1-c1ccccc1 | -5% | -13% | -2.6% | 1% |
| COc1ccc(NC(=O)Nc2cccc(OC)c2)cc1 | ? | . | . | ? |
| CCOC(=O)c1noc2ncnc(N(CCC(=O)OC)c3ccccc3)c12 | -1% | 8%[10.9 µM] | 0.1% | 18% |
| Cc1cccc2cc(CN(Cc3ccco3)C(=O)c3ccncc3)c(=O)[nH]c12 | 0% | -15% | -1.3% | 4% |
| Cc1ccc(C)c(N2CCN(C(=O)C3CCC(CNS(=O)(=O)c4ccc(Br)s4)CC3)CC2)c1 (configuration not stated) | 6% | -15%[10.9 µM] | ? | -21% |
| Cc1cc(OCn2ccc(C(=O)O)n2)ccc1Cl | -15% | -26% | -0.3% | -13% |
| CCOc1ccc(NC(=O)N2CC=C(c3c[nH]c4ccccc34)CC2)cc1 | 16% | 15%[10.9 µM] | ? | -13% |
| CCCCNC(=O)CSc1nc2cc3c(cc2c(=O)n1CCCCCC(=O)NCc1ccc2c(c1)OCO2)OCO3 | 10% | -3%[10.9 µM] | -1.1% | -1% |
| O=C(Nc1ccc(N2CCOCC2)cc1)c1ccncc1 | -7% | . | . | 11% |
| N[C@@H]1CCN(O)C1=O | -1%&-11% | -8% | 0.3%&0.6% | -2%&3% |
| Cc1nnc(N2CCC(C(=O)N3CCCCC3)CC2)c2nn(-c3ccc(Cl)cc3)c(C)c12 | 4% | 5%[10.9 µM] | ? | -3% |

Rows are unselected; 1.7% or so of the library scored in one or more.
